Bioassay records (PubChem)
RPL19A TOR yeast: alters RPL19A-GFP fluorescence in TOR pathway yeast screen. S. cerevisiae RPL19A-GFP strain, flow cytometry, 3 h; active compounds read low. percent response vs DMSO, % at 10 µM. 330,000 compounds, 0.3% hits. AID 2025;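 active = percent response vs DMSO below 50%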;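 note: median channel GFP fluorescence of the barcoded RPL19A-GFP strain; ratio of sample median GFP to plate DMSO average so 100% = DMSO; lower means less RPL19A-GFP as with rapamycin TOR inhibition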
procasp7 counter: counter-screen for procaspase-3 activators: activators of human procaspase-7; P55210; 330,000 compounds, 0.093% hits; recombinant procaspase-7, Ac-DEVD-pNA absorbance 405 nm; D23A/D198A/D206A triple mutant, cannot self-cleave; scale: DMSO 0, 5 µM enzyme 100; activation, % at 8.5 µM;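 active = percent activation above the screen-wide mean plus 3 SD, cut at about 25% in these data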
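Detection: p-Nitroaniline absorbance at 405 nm, read at 0 and 120 min; system: Uncleavable procaspase-7 mutant enzyme; evaluation: % activation from two-timepoint absorbance difference, scaled to controls; times: 1 h enzyme–compound preincubation and 2 h substrate reaction, both 25 °C; buffer or medium: Zinc-free HEPES pH 7.4 with 300 mM NaCl, 0.01% Triton X-100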
MEP2-GFP yeast: alters MEP2-GFP fluorescence in TOR pathway yeast screen; AID 2016; GFP response vs DMSO, % at 10 µM; 330,000 compounds, 0.51% hits; S. cerevisiae MEP2-GFP strain, flow cytometry GFP, 3 h; 100% = DMSO control level;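 active = GFP response versus DMSO above a set limit, roughly screen mean plus 3 SD, cut at about 180% in these data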;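 note: median GFP fluorescence of the barcode-gated MEP2-GFP cells per well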
EBNA-1 inh: blocks EBNA-1 binding to DNA. 300,000 compounds, 0.34% hits. AID 1950. inhibition, % at 14.8 µM. EBNA-1 DNA binding, fluorescence polarization; in the data active = inhibition above about 28%
proCasp3 act: activates human procaspase-3. AID 463141. recombinant procaspase-3 D3A, Ac-DEVD-pNA absorbance 405 nm. 330,000 compounds, 0.11% hits. P42574. activation, % at 8.5 µM;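 active = activation above the mean of all tested compounds plus 3 SD, cut at about 21% in these data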;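 note: 0% = DMSO alone and 100% = DMSO wells spiked with extra 5 µM PC-3 D3A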
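System: Procaspase-3 D3A mutant. Medium: Zinc-free 300 mM NaCl, 50 mM HEPES, 0.01% Triton X-100. Schedule: 1 h preincubation plus 2 h reaction at 25 °C. Measured by: 405 nm absorbance of p-nitroaniline, reads at 0 and 120 min. Read-out: percent activation relative to control range.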
ZTA counter: ZTA (EBV) inhibition in EBNA-1 counter-screen; P03206; ZTA-DNA binding, fluorescence polarization; inhibition, % at 11 µM; 320,000 compounds, 0.15% hits; AID 2234; in the data active = inhibition above about 33%
LAP4-GFP MLPCN: modulators of TOR pathway LAP4-GFP in S. cerevisiae. S. cerevisiae LAP4-GFP multiplex, flow cytometry GFP, 3 h; median GFP as percent of DMSO wells. GFP response vs DMSO, % at 10 µM. 320,000 compounds, 0.34% hits. AID 2023;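 active = GFP response vs DMSO above a set limit, about the screen mean plus 3 SD, cut at about 150% in these data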
AHR activator: activators of human aryl hydrocarbon receptor; AHR-responsive luciferase reporter cells, luminescence; AID 2796; 320,000 compounds, 2.5% hits; P35869; activation, % at 5 µM; in the data active = activation above about 47%;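 note: 0% = vehicle wells and 100% = reference agonist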
An asterisk follows results filed as active.

For CCCCNC(=O)CCC(=O)NNc1nc2ccccc2c2nc(-c3ccccc3)nn12 the results were RPL19A TOR yeast 109.8, procasp7 counter -0.7, MEP2-GFP yeast 132.9, EBNA-1 inh 18.9, proCasp3 act 2.8, ZTA counter -10.9, LAP4-GFP MLPCN 94.3 and AHR activator 43.9.
`O=C(/C=N/O)NCCCn1ccnc1` gave RPL19A TOR yeast 99.6, procasp7 counter 12.4, MEP2-GFP yeast 92.6, EBNA-1 inh 9.7, proCasp3 act 5.2, ZTA counter 19.1, LAP4-GFP MLPCN 95.7 and AHR activator 1.3.
For Cc1c(F)cccc1NC(=O)c1ccc2c(c1)CCN2S(C)(=O)=O the results were RPL19A TOR yeast 103.1, procasp7 counter 3.4, MEP2-GFP yeast 97.4, EBNA-1 inh 4.0, proCasp3 act -2.8, ZTA counter 0.3, LAP4-GFP MLPCN 84.8 and AHR activator 4.3.
O=S1(=O)CCN2C=C(Br)C=C(Br)C2=N1 was read as RPL19A TOR yeast 96.0, procasp7 counter -8.0, MEP2-GFP yeast 93.9, EBNA-1 inh 6.1, proCasp3 act 4.7, ZTA counter -1.0, LAP4-GFP MLPCN 93.2 and AHR activator -1.6.
CCN1C(=O)N[C@@H](c2cccs2)C(C(=O)OC)=C1C was read as RPL19A TOR yeast 94.1, procasp7 counter -9.2, MEP2-GFP yeast 101.7, EBNA-1 inh -12.3, proCasp3 act 3.2, ZTA counter 12.3, LAP4-GFP MLPCN 93.1 and AHR activator -3.1.
`COc1ccccc1NC(=O)Cn1c(CCC(=O)O)ccc1-c1ccc(C)cc1` gave RPL19A TOR yeast 104.2, procasp7 counter -6.4, MEP2-GFP yeast 102.8, EBNA-1 inh 2.0, proCasp3 act -6.8, ZTA counter -1.5, LAP4-GFP MLPCN 106.0 and AHR activator 2.6.
For CCNC(=O)c1c(NC(=O)c2cc(-c3cc(C)ccc3O)n[nH]2)sc2c1CCCC2 the results were RPL19A TOR yeast 103.0, procasp7 counter 9.8, MEP2-GFP yeast 99.1, EBNA-1 inh -0.2, proCasp3 act 6.6, ZTA counter -16.4, LAP4-GFP MLPCN 91.2 and AHR activator 10.2.
CC1(C)CC(=O)C(C=NCCN2CCNC2=O)=C(O)C1 was read as RPL19A TOR yeast 102.9, procasp7 counter 0.2, MEP2-GFP yeast 104.3, EBNA-1 inh 0.4, proCasp3 act 6.6, ZTA counter 14.8, LAP4-GFP MLPCN 95.5 and AHR activator -0.8.
`CCOc1ccc2nc(N(CCCN(C)C)C(=O)c3ccc(C(=O)c4ccccc4)cc3)sc2c1` gave RPL19A TOR yeast 107.1, procasp7 counter -3.0, MEP2-GFP yeast 104.3, EBNA-1 inh 7.8, proCasp3 act 4.1, ZTA counter 6.7, LAP4-GFP MLPCN 78.8 and AHR activator -10.4.
Screening CCC1CN(C(=O)N2CCC(C(=O)NCCc3ccccc3OC)CC2)c2ccccc2O1 (stereo not given) returned RPL19A TOR yeast 97.6, procasp7 counter 5.2, MEP2-GFP yeast 105.0, EBNA-1 inh -7.2, proCasp3 act 2.3, ZTA counter -12.4, LAP4-GFP MLPCN 99.3 and AHR activator 6.6.
CCCC(=N)C1=C(O)CC(CC(C)SCC)CC1=O (stereo not given) was read as RPL19A TOR yeast 98.9, procasp7 counter -1.2, MEP2-GFP yeast 98.0, EBNA-1 inh 2.7, proCasp3 act -4.2, ZTA counter 8.8, LAP4-GFP MLPCN 97.3 and AHR activator -0.6.
Screening Cc1ccc(C)c(Cn2c(=O)n(CCCC(=O)NCc3ccco3)c(=O)c3ccccc32)c1 returned RPL19A TOR yeast 97.6, procasp7 counter 9.0, MEP2-GFP yeast 102.9, EBNA-1 inh -15.2, proCasp3 act 0.6, ZTA counter 1.3, LAP4-GFP MLPCN 94.7 and AHR activator 2.0.
`O=C(CNS(=O)(=O)c1ccc(Br)s1)NCc1ccc2c(c1)OCO2` gave RPL19A TOR yeast 104.6, procasp7 counter -10.8, MEP2-GFP yeast 112.4, EBNA-1 inh -12.2, proCasp3 act -8.3, ZTA counter -10.7, LAP4-GFP MLPCN 108.1 and AHR activator -0.5.
O=C(Nc1ccncc1)C1c2ccccc2Oc2ccccc21 was read as RPL19A TOR yeast 95.7, procasp7 counter -5.7, MEP2-GFP yeast 95.2, EBNA-1 inh -0.7, proCasp3 act -1.8, ZTA counter -0.9, LAP4-GFP MLPCN 90.7 and AHR activator 1.3.
`Cc1cccc(C(=O)NCCCn2ccnc2)c1C` gave RPL19A TOR yeast 100.0, procasp7 counter 11.1, MEP2-GFP yeast 103.5, EBNA-1 inh -3.3, proCasp3 act 0.6, ZTA counter 1.1, LAP4-GFP MLPCN 102.1 and AHR activator 6.8.
`O=C(NCc1ccco1)c1ccc2c(c1)C(=O)N(C1CCCCC1)C2=O` gave RPL19A TOR yeast 105.0, procasp7 counter 9.9, MEP2-GFP yeast 104.4, EBNA-1 inh -2.9, proCasp3 act 4.4, ZTA counter -13.7, LAP4-GFP MLPCN 99.4 and AHR activator 0.8.
CCOC(=O)c1ccccc1NC(=O)COC(=O)CCNS(=O)(=O)c1ccc(C)c(C)c1 was read as RPL19A TOR yeast 100.9, procasp7 counter 11.2, MEP2-GFP yeast 99.3, EBNA-1 inh 3.8, proCasp3 act 6.0, ZTA counter -4.2, LAP4-GFP MLPCN 106.7 and AHR activator -2.5.
`Cn1c(=O)n(C)c2cc(S(=O)(=O)Nc3ccccc3C(=O)O)ccc21` gave RPL19A TOR yeast 104.0, procasp7 counter 13.1, MEP2-GFP yeast 100.2, EBNA-1 inh -4.4, proCasp3 act -2.1, ZTA counter -10.8, LAP4-GFP MLPCN 82.9 and AHR activator -0.7.
Screening CC(C)(CNC(=O)COc1ccccc1Cc1ccccc1)N1CCOCC1 returned RPL19A TOR yeast 98.0, procasp7 counter -4.8, MEP2-GFP yeast 96.0, EBNA-1 inh -12.5, proCasp3 act 0.2, ZTA counter -1.9, LAP4-GFP MLPCN 82.0 and AHR activator 7.4.
For CC1(c2ccccc2)CC(C)(C)N2C(=O)C3(C(C#N)=C(N)Oc4cc(O)ccc43)c3cccc1c32 (stereo not given) the results were RPL19A TOR yeast 98.6, procasp7 counter 0.4, MEP2-GFP yeast 98.5, EBNA-1 inh -13.6, proCasp3 act -6.7, ZTA counter 5.0, LAP4-GFP MLPCN 102.3 and AHR activator -0.3.

Continued, starting with the last three of the part before.
`Cn1c(=O)n(C)c2cc(S(=O)(=O)Nc3ccccc3C(=O)O)ccc21` gave RPL19A TOR yeast 104.0, procasp7 counter 13.1, MEP2-GFP yeast 100.2, EBNA-1 inh -4.4, proCasp3 act -2.1, ZTA counter -10.8, LAP4-GFP MLPCN 82.9 and AHR activator -0.7.
Screening CC(C)(CNC(=O)COc1ccccc1Cc1ccccc1)N1CCOCC1 returned RPL19A TOR yeast 98.0, procasp7 counter -4.8, MEP2-GFP yeast 96.0, EBNA-1 inh -12.5, proCasp3 act 0.2, ZTA counter -1.9, LAP4-GFP MLPCN 82.0 and AHR activator 7.4.
For CC1(c2ccccc2)CC(C)(C)N2C(=O)C3(C(C#N)=C(N)Oc4cc(O)ccc43)c3cccc1c32 (stereo not given) the results were RPL19A TOR yeast 98.6, procasp7 counter 0.4, MEP2-GFP yeast 98.5, EBNA-1 inh -13.6, proCasp3 act -6.7, ZTA counter 5.0, LAP4-GFP MLPCN 102.3 and AHR activator -0.3.
Screening COc1cc(NC(=O)c2ccccc2OCc2ccccc2)cc(OC)c1OC returned RPL19A TOR yeast 100.2, procasp7 counter -12.6, MEP2-GFP yeast 102.8, EBNA-1 inh 4.4, proCasp3 act -2.5, ZTA counter 15.5, LAP4-GFP MLPCN 93.3 and AHR activator 15.1.
`CCCCCc1cc(=O)oc2c(C(CCN(CC)CC)c3ccc(N(C)C)cc3)c(OC)cc(OC)c12` (stereo not given) gave RPL19A TOR yeast 97.9, procasp7 counter 1.4, MEP2-GFP yeast 103.7, EBNA-1 inh -1.9, proCasp3 act -3.4, ZTA counter -0.2, LAP4-GFP MLPCN 91.3 and AHR activator 6.3.
For NC(=O)c1ccsc1NC(=O)COC(=O)CNC(=O)c1cccc([N+](=O)[O-])c1 the results were RPL19A TOR yeast 90.8, procasp7 counter -0.9, MEP2-GFP yeast 96.0, proCasp3 act -4.2, ZTA counter 8.8, LAP4-GFP MLPCN 90.8 and AHR activator 0.4.
For COc1ccc(-c2cccc3c2NC(=O)C3=O)cc1OC the results were RPL19A TOR yeast 96.8, procasp7 counter 11.9, MEP2-GFP yeast 96.6, proCasp3 act 6.0, LAP4-GFP MLPCN 92.5 and AHR activator 2.9.
Screening CC(C)CC1NC(=O)c2ccccc2-n2c1nc1ccc(F)cc1c2=O (stereo not given) returned RPL19A TOR yeast 94.8, procasp7 counter 1.8, MEP2-GFP yeast 94.2, proCasp3 act -1.0, ZTA counter 1.2, LAP4-GFP MLPCN 99.8 and AHR activator 0.1.
For CC(=O)Nc1cc(NC(C)=O)cc(C(=O)OCC(=O)Nc2ccc(S(=O)(=O)NC3=NCCCCC3)cc2)c1 the results were RPL19A TOR yeast 106.8, procasp7 counter 3.0, MEP2-GFP yeast 106.7, EBNA-1 inh -3.1, proCasp3 act -7.7, ZTA counter 4.9, LAP4-GFP MLPCN 109.2 and AHR activator -1.9.
Screening Nc1c(C(=O)NCc2ccco2)nnn1Cc1ccccc1 returned RPL19A TOR yeast 92.6, procasp7 counter 6.1, MEP2-GFP yeast 92.5, EBNA-1 inh 7.0, proCasp3 act 7.7, ZTA counter -4.0, LAP4-GFP MLPCN 84.5 and AHR activator -1.5.
Screening FC(F)(F)c1cnc(Sc2ncn[nH]2)c(Cl)c1 returned RPL19A TOR yeast 99.4, procasp7 counter -2.8, MEP2-GFP yeast 100.3, EBNA-1 inh 3.8, proCasp3 act -2.7, ZTA counter -4.7, LAP4-GFP MLPCN 106.4 and AHR activator 0.1.
`O=C(Nc1cc([N+](=O)[O-])ccc1F)c1cccs1` gave RPL19A TOR yeast 104.3, procasp7 counter 12.4, MEP2-GFP yeast 113.9, EBNA-1 inh 12.2, proCasp3 act -0.5, ZTA counter 3.6, LAP4-GFP MLPCN 106.4 and AHR activator 37.2.
`O=C(CSc1n[nH]c(-c2ccccc2)n1)Nc1ccc(Br)cn1` gave RPL19A TOR yeast 97.0, procasp7 counter 8.7, MEP2-GFP yeast 102.4, EBNA-1 inh 4.4, proCasp3 act 2.5, ZTA counter 7.5, LAP4-GFP MLPCN 102.7 and AHR activator 8.7.
`COc1ccc(Nc2nc(N)nc(CSc3nc(C)cc(C)n3)n2)cc1` gave RPL19A TOR yeast 105.6, procasp7 counter 7.3, MEP2-GFP yeast 107.6, EBNA-1 inh 5.5, proCasp3 act -3.9, ZTA counter 7.0, LAP4-GFP MLPCN 91.0 and AHR activator 28.4.
`COc1cccc(-n2cc(-c3ccc(F)cc3)[nH]c2=S)c1` gave RPL19A TOR yeast 97.9, procasp7 counter -28.5, MEP2-GFP yeast 101.8, EBNA-1 inh -8.1, proCasp3 act -12.9, ZTA counter 2.2, LAP4-GFP MLPCN 102.5 and AHR activator 108.5*.
Screening O=C(c1ccncc1)N1CCN(c2ccc(F)cc2)CC1 returned RPL19A TOR yeast 92.8, procasp7 counter 3.8, MEP2-GFP yeast 89.9, EBNA-1 inh 4.3, proCasp3 act -0.1, ZTA counter -3.4 and AHR activator 2.2.
O=C(COC(=O)CNC(=O)C1CCCCC1)Nc1ccc(F)c([N+](=O)[O-])c1 was read as RPL19A TOR yeast 92.9, procasp7 counter -8.7, MEP2-GFP yeast 88.7, proCasp3 act 3.9, LAP4-GFP MLPCN 95.8 and AHR activator -1.1.
